Source: PubChem
procasp3 activ: procaspase-3 (human) activation | recombinant procaspase-3 D3A, Ac-DEVD-pNA absorbance 405 nm | activation, % at 8.5 µM | 0.11% of 330,000 active | P42574;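 active = activation above the mean of all tested compounds plus 3 SD, cut at about 21% in these data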;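 also: 0% = DMSO alone and 100% = DMSO wells spiked with extra 5 µM PC-3 D3A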
Target sequence (P42574 whole entry D9A/D28A/D175A): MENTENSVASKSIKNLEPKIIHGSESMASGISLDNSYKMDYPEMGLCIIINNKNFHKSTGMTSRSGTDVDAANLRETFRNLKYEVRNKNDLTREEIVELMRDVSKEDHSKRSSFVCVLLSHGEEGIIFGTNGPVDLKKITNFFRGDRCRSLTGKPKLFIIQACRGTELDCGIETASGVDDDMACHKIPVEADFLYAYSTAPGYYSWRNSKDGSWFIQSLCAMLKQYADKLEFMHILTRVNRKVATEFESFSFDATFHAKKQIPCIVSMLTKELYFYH
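assay system = Procaspase-3 D3A mutant | signal = absorbance at 405 nm, 0 and 120 min | times = 1 h preincubation plus 2 h reaction at 25 °C | repeats = single replicate | read-out = % activation between DMSO and enzyme-spiked controls | medium = Zinc-free HEPES saline buffer with Triton X-100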
Fh CTSL1 inh: cathepsin L1 inhibition, PFM18AAP counter-screen; inhibition, % at 5.96 µM; AID 1906; recombinant F. hepatica cathepsin L1, Z-Leu-Arg-MCA fluorescence; 0.49% of 300,000 active;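 active = inhibition above the mean of all tested compounds plus 3 SD, set per screening campaign, cut at about 17% in these data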;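 also: 0% = plate median of test compound wells and 100% = 1 µM Z-Phe-Ala-diazomethylketone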
HCV core dimer: blocks dimerization of HCV core protein; TR-FRET GST/Flag-core106 dimerization, 1536-well; inhibition, % at 5 µM; 0.33% of 300,000 active;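 active = inhibition above the mean of all tested compounds plus 3 SD, set per screening campaign, cut at about 45% in these data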
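Test system: GST/Flag-tagged HCV core106 proteins; Medium: KF-containing HEPES buffer, pH 7.45, DTT, CHAPS, BSA; Times: compound-protein-antibody incubation 4 h at 22.5 °C; Detection: TR-FRET 671 and 617 nm emission; Benchmarks: wells lacking GST-core106 and wells with excess unlabelled core106.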
PP1 counter: blocks human PP1-alpha phosphatase, a PP5 counter-screen | P62136 | purified PP1alpha, OMFP fluorescence | inhibition, % at 6.7 µM | 0.9% of 320,000 active;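 active = inhibition above the mean inhibition of all tested compounds plus 3 SD, computed separately for each screening campaign, cut at about 15% in these data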
Target sequence (P62136 whole entry, looked up): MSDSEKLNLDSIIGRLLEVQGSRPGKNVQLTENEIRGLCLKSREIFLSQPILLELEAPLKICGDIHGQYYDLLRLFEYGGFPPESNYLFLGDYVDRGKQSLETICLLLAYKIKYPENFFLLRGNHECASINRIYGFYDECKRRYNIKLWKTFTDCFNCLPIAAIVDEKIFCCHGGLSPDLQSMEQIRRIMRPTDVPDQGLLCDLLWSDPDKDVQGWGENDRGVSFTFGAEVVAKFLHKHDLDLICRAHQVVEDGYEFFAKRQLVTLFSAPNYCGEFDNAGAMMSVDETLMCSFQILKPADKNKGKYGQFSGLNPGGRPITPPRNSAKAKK
PP5 inh: blocks human protein phosphatase 5 activity | purified PP5c, OMFP substrate fluorescence | inhibition, % at 6.7 µM | 0.18% of 320,000 active | P53041;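 active = inhibition above the campaign's mean inhibition across all tested compounds plus 3 SD, cut at about 9.5% in these data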;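 also: 0% = DMSO only and 100% = 100 µM cantharidin control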
Target sequence (P53041 whole entry, looked up): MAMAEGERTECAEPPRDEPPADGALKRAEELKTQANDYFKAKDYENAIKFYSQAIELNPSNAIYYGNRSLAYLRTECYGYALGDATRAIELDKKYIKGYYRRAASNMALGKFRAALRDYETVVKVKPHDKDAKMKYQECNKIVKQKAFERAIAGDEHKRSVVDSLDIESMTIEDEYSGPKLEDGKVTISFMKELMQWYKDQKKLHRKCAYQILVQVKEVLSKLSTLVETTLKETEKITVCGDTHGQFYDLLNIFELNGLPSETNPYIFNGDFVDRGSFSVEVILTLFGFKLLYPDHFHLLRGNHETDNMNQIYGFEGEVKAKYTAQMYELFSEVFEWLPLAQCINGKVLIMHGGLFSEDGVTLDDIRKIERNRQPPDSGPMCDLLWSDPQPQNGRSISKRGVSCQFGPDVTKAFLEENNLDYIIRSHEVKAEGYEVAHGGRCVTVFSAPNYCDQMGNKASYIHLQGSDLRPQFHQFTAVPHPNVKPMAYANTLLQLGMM
AHR activator: human AHR activation; P35869; AHR-responsive luciferase reporter cells, luminescence; activation, % at 5 µM; 2.5% of 320,000 active; AID 2796; in the data active = activation above about 47%;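 also: 0% = vehicle wells and 100% = reference agonist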
PAFAH2 FP inh: PAFAH2 (human) inhibition. 0.99% of 340,000 active. inhibition, % at 3.39 µM. Q99487. recombinant PAFAH2, FP-rhodamine activity probe, fluorescence polarization;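 active = inhibition above the mean over all tested compounds plus 3 SD, cut at about 30% in these data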;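 also: inhibitors block probe labeling of enzyme so polarization drops; 0% = enzyme with DMSO and 100% = wells lacking PAFAH2 protein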
procasp7 counter: activates human procaspase-7, counter-screen for procaspase-3 activators | activation, % at 8.5 µM | recombinant procaspase-7, Ac-DEVD-pNA absorbance 405 nm; D23A/D198A/D206A triple mutant, cannot self-cleave; scale: DMSO 0, 5 µM enzyme 100 | 0.093% of 330,000 active;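 active = percent activation above the screen-wide mean plus 3 SD, cut at about 25% in these data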
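Replicates: singlicate. Assay system: Procaspase-7 triple mutant (PC-7 D3A). Signal: 405 nm absorbance of p-nitroaniline. Times: 1 h preincubation, 2 h reaction. Buffer or medium: Zinc-free HEPES pH 7.4 with 300 mM NaCl, 0.01% Triton X-100. Also added: DEVD-pNA substrate. Benchmarks: DMSO wells as 0%, DMSO with 5 µM added PC-7 as 100%.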
TPT1 inhibitor: inhibitors of Candida albicans tRNA 2'-phosphotransferase TPT1. recombinant caTPT1, FP RNA substrate dephosphorylation. inhibition, % at 5 µM. 0.81% of 300,000 active. AID 1962;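 active = inhibition above the mean of all tested compounds plus 3 SD, set per screening campaign, cut at about 24% in these data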;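 also: plate controls were DMSO alone for no effect and ferristatin control at 100 nM for full effect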
The depositor's hits bear a star; . = no result given. Rows are unselected. Share with any hit: about 5.6%.

SMILES	procasp3 activ	Fh CTSL1 inh	HCV core dimer	PP1 counter	PP5 inh	AHR activator	PAFAH2 FP inh	procasp7 counter	TPT1 inhibitor
Cn1nc(C(=O)NC2CCCC2)c2ccccc2c1=O	3	.	.	0	-1.4	1	2	0	.
CC(/C=C/c1ccccc1)=N/NC(=O)CNC(=O)c1ccccc1F	-5	1	-1	-1	0.6	46	1	4	-4
COC(=O)c1sccc1Oc1c(Cl)cccc1[N+](=O)[O-]	1	-4	1	-4	1.3	-1	.	-3	-3
C/C(=N\NC(=O)CN1CCN(S(=O)(=O)c2ccc(C)cc2)CC1)c1cccnc1	-10	-1	-6	1	1.6	12	5	11	3
CCN1CCn2c3c(c4cc(Br)ccc42)CCCC31 (configuration not stated)	-2	1	-10	2	2.7	49*	1	-6	-1
CCOc1ccc(CCNC(=O)c2ccc(OCc3c(C)noc3C)cc2)cc1OCC	2	4	-3	-1	0.4	-1	-9	8	-1
O=C(Nc1ccccc1F)c1ccc(CNS(=O)(=O)c2cccc(C(F)(F)F)c2)cc1	4	3	6	1	-0.6	7	0	3	-4
Cc1nn(-c2ccc(F)cc2)c(Cl)c1/C=C/C(=O)N1CCNC(=O)C1	-7	4	-17	0	0.2	1	7	4	-3
Cc1cc(C(=O)COC(=O)CCc2nc3ccccc3s2)c(C)n1C	-4	-42	-1	-11	4.2	2	-2	-15	-1
O=C(CCS(=O)(=O)c1ccc(Br)cc1)NCc1ccco1	2	0	-51	1	3.4	-2	8	-10	1
CN(Cc1cnn(C)c1)Cc1nc(COc2ccccc2)no1	-9	6	-2	0	2.1	3	7	-7	2
O=C(c1ccc2oc(Cc3ccc(Cl)cc3)nc2c1)N1CC[C@H](O)C1	-1	4	-1	-2	-1.3	1	71*	8	-1
CC(=O)c1ccc(/C=C/c2nc3ccccc3n2C)o1	-3	6	8	-1	0.4	2	.	-5	2
COc1ccc(N2CC(C(=O)Nc3ccc4c(c3)OCCO4)CC2=O)cc1 (configuration not stated)	-3	-6	13	-1	0.5	1	3	-11	-2
CC1(C)O[C@@H]2[C@H](O1)[C@@H](COS(=O)(=O)O)O[C@H]2n1c(=S)[nH]c2c(=O)[nH]c(N)nc21	-13	.	.	-2	0.9	4	5	-16	.
CCOC(=O)COc1ccc2c(=O)c(-c3ccccc3OC)coc2c1	4	4	61*	10	-0.7	1	-5	2	2
Cc1cc(C)n2nc(N)c(N=Nc3cccc(Cl)c3)c2n1	10	1	-13	0	3.5	24	10	-2	-1
O=C1/C(=C\c2ccco2)SC(=S)N1c1ccccc1	-4	-1	-5	-5	0.2	-3	13	5	-3
CC(=O)Nc1ccc(NC(=O)C(C)OC(=O)c2ccc3c(c2)OCCO3)cc1 (configuration not stated)	1	0	-1	0	-1.4	-2	-1	15	-4
CCC(C(=O)Nc1ccon1)c1ccccc1 (configuration not stated)	2	-2	-20	-7	5.2	5	0	0	1
O=C(CCN1CCCC1Cc1ccccc1)c1ccc2c(c1)OCCO2 (configuration not stated)	-32	2	0	-5	-0.4	-1	5	-37	9
Cc1ccc(C)c(N2CC(=O)N(c3cc(C)ccc3C)CC2=O)c1	7	-3	-6	1	-0.7	-2	-15	-5	1
COC(=O)[C@]1(CC(C)C)N[C@H](c2ccc(-c3ccc(Cl)c(Cl)c3)cc2)[C@@H]2C(=O)N(C)C(=O)[C@@H]21	5	-6	6	1	3.9	3	0	-8	-4
O=C(Cn1nc(C(F)F)cc1C(F)F)NNC(=S)Nc1ccc(Cl)cc1	-8	1	1	-6	4.0	5	-10	-9	-6
CCOc1cc(CNCCSc2nnnn2C)cc(Br)c1OCc1ccccc1F	-1	-2	8	4	3.5	4	4	7	-1
O=C(CCNC(=O)Cn1ccc2ccccc2c1=O)NCCc1ccc(Cl)cc1	-4	-2	-9	1	1.0	2	-1	-2	-2
Cc1cc(C)nc(SCC(=O)NC2CCCCC2C)n1 (configuration not stated)	-9	3	-4	-14	1.8	0	8	0	0
Cc1cc(C)n2nc(-c3ccc(F)cc3)nc2n1	0	-4	-2	-2	-0.3	41	-2	-3	2
COc1ccc(CCN(C)C(=O)c2cc(-c3ccccc3)nc3ccc(C)cc23)cc1OC	-2	0	10	0	-1.2	5	-2	6	1
Cc1ccc(Nc2nc(C)c(CCC(C)C)c(=O)[nH]2)cc1	-1	-3	0	-1	5.9	4	0	8	2
O=C(Nc1nccs1)c1ccc(NC(=O)c2ccco2)cc1	-4	8	-4	3	-1.5	-2	-5	-7	-3
O=C1c2ccccc2C(=O)c2c1oc(C(F)(F)F)c2C(=O)c1ccccc1	1	26*	2	-4	2.5	11	14	-7	-1
NS(=O)(=O)c1ccc(CNC(=O)/C=C/c2ccccc2)cc1	-7	-3	-1	-1	3.3	-2	2	6	-3
Cc1ccc(-n2c(C)cc(C(=O)COc3c(CO)cc(F)cc3CO)c2C)cc1C	2	-2	-1	4	5.0	-1	6	3	-2
CCOC(=O)C1=C(C)NC(=O)NC1c1ccc(Br)s1 (configuration not stated)	2	-2	-9	1	1.2	7	5	8	0
NC(CO)C(O)c1ccc([N+](=O)[O-])cc1 (configuration not stated)	-6	-3	-3	-5	6.6	-1	-1	-6	2
COCCCNC(=O)c1ccccc1N(Cc1ccccc1)S(=O)(=O)c1ccccc1	2	3	4	-1	-2.5	-3	-4	-8	0
C=C(C)C1Cc2c(C)nn(-c3cccc4ccccc34)c2C1 (configuration not stated)	-4	-1	3	-3	1.2	4	1	15	-6
Cc1ccc(CNC(=O)CS(=O)CC(=O)O)cc1 (configuration not stated)	-3	-1	1	-4	1.9	4	-1	14	0
CCN1CCN(c2nn3c(=O)c4ccccc4nc3c3ccccc23)CC1	-5	1	3	2	2.5	16	9	6	-1
CC(C)OC(=O)CSc1nc2ncc(Cl)cc2[nH]1	-6	-1	-2	-5	1.7	1	7	3	-2
CCn1nc(C)cc1-c1n[nH]c(=S)n1N	-10	2	-4	-4	-1.9	3	3	-4	-1
CCOC(=O)[C@H]1[C@H]2COc3ccc(OC)cc3[C@@H]2N2C(=O)CN(CC3CCCO3)C(=O)[C@@]12C (some centres not stated)	-2	.	.	-3	-1.9	1	5	2	.
CC(C)CNC(=O)NC(=O)COC(=O)C1CSC2(c3ccc(F)cc3)CCC(=O)N12 (configuration not stated)	0	0	-3	-2	1.6	0	0	-1	-1
CCC(=O)Nc1nnc(C(C)(C)C)s1	-3	-1	-1	-1	-0.7	7	-10	2	-1

Shown as a hit in AHR activator (from the list above):
| structure | procasp3 activ | HCV core dimer | PP5 inh | AHR activator | PAFAH2 FP inh | TPT1 inhibitor |
| --- | --- | --- | --- | --- | --- | --- |
| CCN1CCn2c3c(c4cc(Br)ccc42)CCCC31 (configuration not stated) | -2 | -10 | 2.7 | 49* | 1 | -1 |

(continued)
SMILES	procasp3 activ	Fh CTSL1 inh	HCV core dimer	PP1 counter	PP5 inh	AHR activator	PAFAH2 FP inh	procasp7 counter	TPT1 inhibitor
Cn1c(C(=O)N2CCC(C(N)=O)CC2)cc2cc(Cl)ccc21	5	-2	0	0	-2.1	101*	-2	2	3
CCOc1ccc(C(=O)NCC(=O)OCC(=O)Nc2ccccc2OCC)cc1	3	-13	-3	-4	1.1	9	5	7	-4
Cn1ccs/c1=N\S(=O)(=O)c1ccc(F)cc1	-8	1	-4	0	0.8	0	-3	-5	-4
CC1(C)CC(=O)C(C(C2=C(O)CC(C)(C)CC2=O)c2ccc(Br)s2)C(=O)C1 (configuration not stated)	-11	-2	0	-1	-0.7	-2	20	-3	2
O=C(O)c1cccc(Nc2nc(-c3cccnc3)nc3ccccc23)c1	4	0	2	1	-1.0	22	1	13	-1
CCNC(=S)N/N=C(\C)c1ccc(Cl)s1	5	0	-8	1	2.5	1	3	11	2
CCc1cc2c(=O)[nH]c(-c3ccccn3)nc2s1	-40	7	1	2	-3.4	5	1	-13	5
Cc1cc(NC(=O)CSc2n[nH]c(=O)[nH]c2=O)ccc1Br	5	1	-1	-3	2.6	6	-8	1	-1
Cc1ccc(-c2csc(NC(=O)/C=C/c3cccs3)n2)cc1C	-4	0	6	-2	-1.6	6	-41	4	-2
COc1ccc(C2/C(=C(/O)c3ccc4c(c3)CC(C)O4)C(=O)C(=O)N2CCCn2ccnc2)cc1 (configuration not stated)	-12	-6	5	-1	2.3	5	5	-70	1
COc1cc(/C=C2/C(=N)N3N=C(C(C)C)SC3=NC2=O)ccc1OS(=O)(=O)c1ccccc1	-2	1	2	3	0.6	2	14	2	10
CCOC(=O)N1CCC(Nc2ncnc3c2cnn3-c2ccccc2)CC1	-3	1	-1	2	0.6	-1	0	1	0
CC1CCCC(C)N1C(=O)COC(=O)CNC(=O)c1ccccc1 (configuration not stated)	-4	.	.	-4	-3.3	-1	7	10	.
COC(=O)c1ccc(C2/C(=C(/O)c3ccc(OC)cc3)C(=O)C(=O)N2c2cc(C)on2)cc1 (configuration not stated)	-11	-2	5	2	2.9	3	1	-12	0
O=C(CCSc1nnnn1-c1ccccc1)N1CCOCC1	2	0	-3	-5	2.8	2	-3	2	4
CCN(CC(=O)Nc1cc(Cl)ccc1OC)CC(=O)NC1CCS(=O)(=O)C1 (configuration not stated)	1	-5	-2	-2	0.2	0	1	8	-2
Cc1nc(N(C)Cc2ccccc2)c2nnn(Cc3ccccc3)c2n1	-8	2	1	0	-0.7	-4	4	-3	-2
CCCn1c(SCC(=O)Nc2cc(S(=O)(=O)N3CCOCC3)ccc2OC)n[nH]c1=O	-14	-4	-2	-3	2.0	-4	4	-15	-1
CCOC(=O)C1(C)C=C(Nc2ccc(OCC)cc2)C(=O)N1c1ccccc1 (configuration not stated)	0	0	6	-4	4.0	-1	0	-6	-1
CN(C)CCn1c(COc2ccccc2)nc2ccccc21	5	3	1	-2	-0.5	-1	-8	11	0
O=C(CCNS(=O)(=O)c1c(Cl)cccc1Cl)OCC(=O)c1ccccc1F	2	-58	3	0	1.0	-2	-4	4	-1
CCCc1nnc(NC(=O)C(C)N2C(=O)C3C4C=CC(C4)C3C2=O)s1 (configuration not stated)	2	5	3	-3	3.6	9	0	3	0
CCOc1ccc(OCC(=O)Nc2ccc(OC)cc2)cc1	-6	0	4	-2	1.0	6	1	-11	-1
COc1ccc(CC(=O)NCc2cccc(CNC(=O)Cc3ccc(OC)c(OC)c3)c2)cc1OC	8	-1	1	-3	0.6	1	5	6	2
C=CCSc1nc(C)cc(C(=O)OCC)c1C#N	-5	-4	-2	-5	1.9	1	1	-3	-3

Fetched one by one from the list above, four records:
SMILES	procasp3 activ	Fh CTSL1 inh	HCV core dimer	PP1 counter	PP5 inh	AHR activator	PAFAH2 FP inh	procasp7 counter	TPT1 inhibitor
CCOc1ccc(OCC(=O)Nc2ccc(OC)cc2)cc1	-6	0	4	-2	1.0	6	1	-11	-1
CCN(CC(=O)Nc1cc(Cl)ccc1OC)CC(=O)NC1CCS(=O)(=O)C1 (configuration not stated)	1	-5	-2	-2	0.2	0	1	8	-2
CN(C)CCn1c(COc2ccccc2)nc2ccccc21	5	3	1	-2	-0.5	-1	-8	11	0
C=CCSc1nc(C)cc(C(=O)OCC)c1C#N	-5	-4	-2	-5	1.9	1	1	-3	-3
